# Source: PubChem BioAssay (National Center for Advancing Translational Sciences (NCATS))
# NPC1 prom act = qHTS Assay for NPC1 Promoter Activators | Huh7 NPC1 promoter luciferase reporter, 24 h | Potency, µM (top dose mostly 9.22 µM), for inactives: at the highest dose activation, most hits filed as activators | actives 2.4% (n = 320,000);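 also: potency is read from the fitted curve at half-maximal effect; % of control where 0% means no effect; nearly all actives have a fitted effect of over 60% in size; reporter is driven by a mutant NPC1 promoter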
#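 Luciferase expression driven by the NPC1 promoter was measured in stably transfected Huh7 cells after a 24 h compound incubation, using a luciferase reagent and a luminescence read.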
# p53 reactivator = qHTS assay for re-activators of p53 using a Luc reporter; actives 0.063% (n = 320,000); H1299 p53-A138V BP100-luciferase reporter, luminescence, 24 h; Potency, µM (top dose mostly 92.2 µM), for the others: at the top dose activity change, positive = activation, actives largely listed as activators; AID 504706, 2011; also: potency is read from the fitted curve at half-maximal effect; % of control where 0% means no effect; nearly all actives have a fitted effect of over 45% in size
#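 p53-null H1299 cells stably carrying temperature-sensitive p53-A138V and a BP100-luciferase reporter were pinned with compounds (4-point, 1:5 series) and held 24 hrs at 37 deg C. Luminescence was read 10 min after detection reagent.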
# Rab9 promoter act = qHTS Assay for Rab9 Promoter Activators; Huh7 Rab9 promoter-luciferase reporter, luminescence, 24 h; Potency, µM (top dose mostly 9.22 µM), for inactives: at the highest dose activation, negative = inhibition, usual class: activators; actives 2.8% (n = 320,000); also: potency is read from the fitted curve at half-maximal effect; % of control where 0% means no effect; nearly all actives have a fitted effect of over 60% in size
#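 Promoter activation is measured as luciferase luminescence in Huh7 cells stably transfected with a Rab9 promoter–luciferase construct, following 24 h compound exposure at 37 °C and 10 min reagent incubation at ambient temperature.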
# PKM2 activator = qHTS Assay for Activators of Human Muscle isoform 2 Pyruvate Kinase. actives 0.34% (n = 260,000). Pyruvate kinase PKM (Homo sapiens), P14618. purified PKM2, Kinase-Glo ATP luminescence, activation; response scale: 0% is enzyme alone, no compound. Potency, µM (doses to about 57.5 µM), without a hit: top-dose activation, most hits filed as activators; also: potency is read from the fitted curve at half-maximal effect; % is scaled to controls: 0 for no effect and ±100 for the full control effect; nearly all actives have a fitted effect of over 55% in size
#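 Purified hPK-M2 (>95% pure) converted ADP (0.1 mM final) to ATP with 0.5 mM PEP in 50 mM imidazole pH7.2, KCl, MgCl2, Tween 20, BSA; 1 h at room temperature. ATP detected by Kinase-Glo luminescence.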
# Giardia killer = Small Molecules that selectively kill Giardia lamblia: qHTS | actives 0.15% (n = 340,000) | Giardia lamblia trophozoite viability | AID 540267, 2011 | activity change, % at 7.66 µM, hits read low; in the data active = activity change below about -80%; inconclusive = between about -30% and that limit;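 also: parasites exposed to compound for two days anaerobically before the ATP read; % is scaled to controls: 0 for no effect and ±100 for the full control effect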
#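 Viability, read as ATP luminescence: trophozoites at 100 cells/well, compound added, 48 hrs anaerobic at 37 deg C, then 15-30 min room-temperature development before reading.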
# ELG1 genotox = qHTS screen for small molecules that induce genotoxicity in human embryonic kidney (HEK293T) cells expressing luciferase-tagged ELG1; HEK293T ELG1-luciferase reporter, luminescence, 16 h; Potency, µM (titrated, usually from 46 µM), without a hit: at the top dose activity change, positive = activation, actives largely listed as activators; actives 1.3% (n = 330,000); AID 504466, 2011; also: potency is read from the fitted curve at half-maximal effect; % of control where 0% means no effect; nearly all actives have a fitted effect of over 60% in size
#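 Genotoxicity was scored as increased ELG1-luciferase reporter signal, measured by ONE-Glo luminescence (30 min, room temperature). Compound or vehicle exposure of the HEK293T reporter cells lasted 16 hr at 37°C.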
# Menin MLL FP TR = qHTS Assay for Inhibitors Targeting the Menin-MLL Interaction in MLL Related Leukemias: Competition With Texas Red Labeled MLL-derived Mutant Peptide; O00255; Menin + Texas Red MLL mutant peptide, fluorescence polarization; Potency, µM (series often up to 61.6 µM), for inactives: top-dose FP activity change, negative = inhibition, most hits filed as inhibitors; actives 0.23% (n = 270,000); active = well fitted inhibition curve with a large enough effect in the polarisation, with a control signal flat, not every such curve was filed as active; inconclusive = small, poorly fitted or top-dose-only effect, or effect the other way, or a change in a side signal; inactive = no such curve, though single readings can be large or run the other way; the % refers to the polarisation; also: potency is read from the fitted curve at half-maximal effect; % of control where 0% means no effect; many of its hits are not listed in these tables
# Target sequence (O00255 whole entry, looked up): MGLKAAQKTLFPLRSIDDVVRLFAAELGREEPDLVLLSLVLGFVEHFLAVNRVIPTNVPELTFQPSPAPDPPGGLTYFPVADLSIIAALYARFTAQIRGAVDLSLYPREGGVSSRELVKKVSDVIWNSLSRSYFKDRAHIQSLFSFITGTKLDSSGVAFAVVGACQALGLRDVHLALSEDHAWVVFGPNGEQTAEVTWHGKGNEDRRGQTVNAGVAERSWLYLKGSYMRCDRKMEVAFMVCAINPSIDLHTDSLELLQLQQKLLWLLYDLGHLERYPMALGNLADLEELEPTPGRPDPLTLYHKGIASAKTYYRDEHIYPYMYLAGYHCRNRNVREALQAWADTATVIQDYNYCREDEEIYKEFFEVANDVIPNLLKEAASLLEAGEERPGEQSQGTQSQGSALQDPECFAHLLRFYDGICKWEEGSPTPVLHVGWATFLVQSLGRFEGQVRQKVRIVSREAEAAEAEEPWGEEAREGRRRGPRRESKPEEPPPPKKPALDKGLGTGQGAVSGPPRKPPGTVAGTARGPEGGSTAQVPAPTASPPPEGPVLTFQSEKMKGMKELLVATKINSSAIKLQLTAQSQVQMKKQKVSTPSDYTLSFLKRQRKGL
# Gal4-VP16 FLuc = VP16 counterscreen qHTS for inhibitors of ROR gamma transcriptional activity; Drosophila S2 Gal4-VP16 UAS-luciferase, luminescence, 20 h; Potency, µM (highest dose often 53.6 µM), for the others: top-dose activity, negative = inhibition, actives largely listed as inhibitors; actives 3.5% (n = 310,000); AID 2546, 2010;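 also: Gal4-VP16 expression switched on by copper sulfate through the metallothionein promoter; potency is read from the fitted curve at half-maximal effect; % is scaled to controls: 0 for no effect and ±100 for the full control effect; nearly all actives have a fitted effect of over 50% in size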
# RORg inh = qHTS for inhibitors of ROR gamma transcriptional activity; actives 5.4% (n = 310,000); Potency, µM (highest dose often 53.6 µM), without a hit: at the top dose activity change, negative = inhibition, hits mostly inhibitors; Nuclear receptor ROR-gamma (Mus musculus), P51450; Drosophila S2 Gal4-RORgamma UAS-luciferase reporter, 20 h; also: potency is read from the fitted curve at half-maximal effect; % is scaled to controls: 0 for no effect and ±100 for the full control effect; nearly all actives have a fitted effect of over 60% in size
# Target sequence (P51450 whole entry, looked up, the tested form may be a part): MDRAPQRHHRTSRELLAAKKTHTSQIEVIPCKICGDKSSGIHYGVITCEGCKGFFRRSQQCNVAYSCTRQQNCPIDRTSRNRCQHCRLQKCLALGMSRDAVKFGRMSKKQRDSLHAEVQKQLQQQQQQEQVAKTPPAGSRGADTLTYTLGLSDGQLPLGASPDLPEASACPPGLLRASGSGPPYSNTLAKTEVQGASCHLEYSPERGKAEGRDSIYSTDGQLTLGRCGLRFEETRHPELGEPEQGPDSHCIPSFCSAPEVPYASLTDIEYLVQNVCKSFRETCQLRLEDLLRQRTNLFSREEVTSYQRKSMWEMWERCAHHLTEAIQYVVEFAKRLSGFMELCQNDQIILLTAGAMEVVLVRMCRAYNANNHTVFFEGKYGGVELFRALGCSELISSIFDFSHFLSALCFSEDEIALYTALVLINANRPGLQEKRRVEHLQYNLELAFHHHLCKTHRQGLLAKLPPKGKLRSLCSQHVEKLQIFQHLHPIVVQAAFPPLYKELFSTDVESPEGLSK
#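 Schneider cells (Drosophila), stable Gal4 DBD–ROR gamma + UAS-luc; 1 hr cmpd preincubation; Cu2+ induction 700 uM final; 20 hr ambient; luminescence.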
# FLuc modulator = qHTS profiling assay for firefly luciferase inhibitor/activator using purifed enzyme and Km concentrations of substrates (counterscreen for miR-21 project); purified FLuc, Km substrates, luminescence inhibition; Potency, µM (highest dose often 57.5 µM), for the others: at the top dose activity change, negative = inhibition, actives largely listed as inhibitors; actives 6.9% (n = 360,000);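 also: potency is read from the fitted curve at half-maximal effect; plate controls were vehicle for no effect and reference inhibitor for full effect; nearly all actives have a fitted effect of over 55% in size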
#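 Biochemical qHTS of compounds, final roughly 60 µM downward over six points, against 10 nM purified firefly luciferase using Km concentrations of substrates (10 uM D-luciferin, 10 uM ATP) in Tris acetate pH 7.5 buffer; luminescence output.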
# BRCA1 expr up = qHTS Assay to Identify Small Molecule Activators of BRCA1 Expression. actives 1.1% (n = 380,000). Potency, µM (series often up to 46.1 µM), inactives show at the top dose activation, hits mostly activators. MCF7-BRCA1-FFLuc reporter, luminescence, 48 h; response scale: scaled: vehicle 0%, 10 µM genistein 100%. AID 624202, 2012; also: potency is read from the fitted curve at half-maximal effect; nearly all actives have a fitted effect of over 80% in size; some results filed as inactive show a strong effect at the top dose
#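 Luminescence from a BRCA1-driven firefly luciferase in MCF7 cells was the read-out, taken 15 min after substrate addition following 48 h compound exposure at 37 °C. Data were normalized to a 10 microM genistein control and DMSO vehicle.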
# The depositor's hits bear a star; u = inconclusive; x = not tested or not shown; & = joins results of further samples; [ ] = remark or other dose. Unless noted, calls follow the shape of the dose curve; as a rule, active = well fitted curve in the direction sought with a large enough effect; inconclusive = small, poorly fitted or top-dose-only effect, or another doubt; inactive = no such curve, though single readings can be large; an effect the other way counts as inactive or inconclusive. An excerpt; rates above refer to the full screens.
cpd	Compound	Gal4-VP16 FLuc	Rab9 promoter act	Giardia killer	FLuc modulator	ELG1 genotox	p53 reactivator	Menin MLL FP TR	RORg inh	PKM2 activator	NPC1 prom act	BRCA1 expr up
1	Cc1noc2ncnc(Oc3ccc(Cl)cc3Cl)c12	8%	2%	-4	-9%	0%	1%	0%	-5%	2%	0%	-16%
2	CN(C)Cc1c(C(=O)N/N=C/c2ccccc2OCc2ccc(F)cc2)nnn1-c1nonc1N	-9%	12%	-3	3%	4%	7%	u	-5%	4%	-9%	-3%
3	Cc1cc2nnc(SCC(=O)Nc3cc(S(=O)(=O)N4CCOCC4)ccc3Cl)n2c2ccccc12	1%	0%	-5	-20%	-8%	-6%	16%	44%	-3%	-3%	-25%
4	Cc1cc(C)c(C)c(S(=O)(=O)NNC(=O)c2cccc(S(=O)(=O)N3CCOCC3)c2)c1C	-4%	0%	-16	3%	0%	-4%	-7%	24%	-2%	-1%	-26%
5	COCCn1c(SC2CCOC2=O)nc2ccccc2c1=O (configuration not stated)	-6%	2%	6	0%	0%	5%	-1%	8%	5%	-3%	1%
6	CCOC(=O)N1CCC(N2Cc3cccc(C(=O)N4CCN(c5cccc(C)c5C)CC4)c3C2=O)CC1	u	0%	-12	-1%	-12%	-2%	u	-25%	7%	-8%	-16%
7	Cn1c(-c2sc3cc(C(F)(F)F)cnc3c2-c2cccnc2)n[nH]c1=S	24%	6%	9	4%	-2%	-5%	-1%	-5%	-4%	-1%	-9%
8	COc1ccc(N(CC(=O)N2CCN(Cc3ccccc3)CC2)S(C)(=O)=O)cc1	x	-2%	25	2%	-1%	x	-24%	x	0%	1%	-2%
9	CCOc1ccccc1CNCc1ccc(F)cc1	5%	1%	-20	2%	-5%	-3%	-17%	15%	0%	0%	-7%
10	Cc1ccc(C2N=C(N)Nc3nc4ccccc4n32)cc1 (configuration not stated)	1%	-1%	4	-2%&-2%	14%	0%	-13%	-11%	2%	-5%	22%
11	CCOC(=O)N/N=C/c1ccc(OC)c(O)c1	0%	20%	-15	-15%	-7%	17%	0%	6%	-14%	11%	52%
12	Cc1onc(-c2c(Cl)cccc2Cl)c1CO/N=C(\C#N)c1c(Cl)cccc1Cl	-3%	1%	-16	4%	-4%	-3%	x	15%	12%	u	-33%
13	COc1ccc(C(=O)NC2CCCCCC2)cc1S(=O)(=O)N1CCCC1	-5%	2%	28	-3%	2%	-2%	-18%	27%	4%	-1%	-4%
14	CCOC(=O)C1=C(COC(=O)/C=C/c2cc(Br)ccc2F)NC(=O)NC1C (configuration not stated)	x	0%	1	-11%	6%	-5%	x	x	x	0%	11%
15	O=C(O)/C=C/C(=O)NC1CCC(CC2CCC(NC(=O)/C=C/C(=O)O)CC2)CC1 (configuration not stated)	-4%	-6%	u	-1%	0%	-1%	8%	1%	0%	-3%	43%
16	Cc1cc(S(=O)(=O)Nc2ccc(C(=O)NCc3cccnc3)cc2)ccc1F	x	1%	-20	1%	-1%	-6%	x	x	x	4%	-16%
17	CCC1(c2ccc(F)cc2)NC(=O)N(CC(=O)c2ccc[nH]2)C1=O (configuration not stated)	0%	0%	-2	-3%	0%	-3%	-6%	24%	0%	0%	-20%
18	C/C=C\C(=O)Nc1cccc(C2=NOC3(C2)C[C@@H](C(N)=O)N(C(=O)c2ccc(Cl)cc2)C3)c1 (some centres not stated)	0%	-1%	13	-3%	2%	-2%	x	1%	1%	-5%	9%
19	COc1ccc(CCNC(=O)CSc2nc(-c3ccco3)cc(C(F)(F)F)n2)cc1OC	8%	-2%	2	-2%	-1%	-8%	10%	0%	7%	-1%	0%
20	Cc1c(C(=O)NC2CCCc3ccccc32)oc2ccccc12 (configuration not stated)	8%	1%	-15	u	6%	11%	x	4.5µM*	-1%	1%	-16%
21	COc1ccc2[nH]c(C(=O)N/N=C/c3ccc(O)cc3O)cc2c1	-9%	-2%[1.84 µM]	4	11µM*	15%	u	34%[activator]	u	x	-36%[inhibitor]	-73%
22	C=CCc1ccc(OCC(O)CN2CCC(Cc3ccccc3)CC2)c(OC)c1 (configuration not stated)	-7%	0%	-1	4%	-9%	3%	x	-38%	2%	0%	-61%
23	Nc1nc(-c2ccc(-n3nncc3-c3ccco3)cc2)cs1	-12%	-4%	-2	-8%	0%	-3%	x	31%	2%	-6%	0%
24	CC(C)C(=O)Nc1ccc(Cl)cc1-c1nc2ccccc2[nH]c1=O	5%	3%	8	1%	-4%	x	-2%	-10%	3%	11%	-21%

# Of the compounds above, these have a furan ring, fused or not:
cpd	Compound	Gal4-VP16 FLuc	Rab9 promoter act	Giardia killer	FLuc modulator	ELG1 genotox	p53 reactivator	Menin MLL FP TR	RORg inh	PKM2 activator	NPC1 prom act	BRCA1 expr up
19	COc1ccc(CCNC(=O)CSc2nc(-c3ccco3)cc(C(F)(F)F)n2)cc1OC	8%	-2%	2	-2%	-1%	-8%	10%	0%	7%	-1%	0%
20	Cc1c(C(=O)NC2CCCc3ccccc32)oc2ccccc12 (configuration not stated)	8%	1%	-15	u	6%	11%	x	4.5µM*	-1%	1%	-16%
23	Nc1nc(-c2ccc(-n3nncc3-c3ccco3)cc2)cs1	-12%	-4%	-2	-8%	0%	-3%	x	31%	2%	-6%	0%

# Copied from the results shown for reference:
cpd	Compound	Gal4-VP16 FLuc	Rab9 promoter act	Giardia killer	FLuc modulator	ELG1 genotox	p53 reactivator	Menin MLL FP TR	RORg inh	PKM2 activator	NPC1 prom act	BRCA1 expr up
22	C=CCc1ccc(OCC(O)CN2CCC(Cc3ccccc3)CC2)c(OC)c1 (configuration not stated)	-7%	0%	-1	4%	-9%	3%	x	-38%	2%	0%	-61%
23	Nc1nc(-c2ccc(-n3nncc3-c3ccco3)cc2)cs1	-12%	-4%	-2	-8%	0%	-3%	x	31%	2%	-6%	0%
24	CC(C)C(=O)Nc1ccc(Cl)cc1-c1nc2ccccc2[nH]c1=O	5%	3%	8	1%	-4%	x	-2%	-10%	3%	11%	-21%

# Further records.
cpd	Compound	Gal4-VP16 FLuc	Rab9 promoter act	Giardia killer	FLuc modulator	ELG1 genotox	p53 reactivator	Menin MLL FP TR	RORg inh	PKM2 activator	NPC1 prom act	BRCA1 expr up
25	Cc1ccc(S(=O)(=O)N2CCN(C(=O)c3ccccc3Cc3ccccc3)CC2)c(C)c1	-12%	-7%	10	0%	-14%	-2%	u	-14%	1%	-1%	-13%
26	NC12CCc3c(no[n+]3[O-])C1(O)CC(c1ccccc1)=[N+]2[O-] (configuration not stated)	-8%	-9%	-7	0%	-2%	-5%	2%	-11%	-18%	-1%	-5%
27	COc1ccc(-c2ccc(C)cc2)cc1[C@H]1[C@@H]2C=CCC[C@@]2(C)C(=O)N1Cc1ccccc1	-7%	-7%	10	u	-4%	2%	x	u	-4%	-5%	-36%
28	Cc1ccc(Cn2nnc3c(=O)[nH]c(C4CCN(S(=O)(=O)c5cc(C)ccc5C)CC4)nc32)cc1	-23%	4%	0	-1%	-7%	-5%	13%	18%	5%	3%	-31%
29	CCN(CC)c1ccc(NC(=O)C2=CCN(S(=O)(=O)c3ccc(F)cc3)CC2)c(C)c1	-19%	-12%	-2	-21%	-4%	-4%	-7%	u	3%	-26%	-17%
30	Nc1nonc1-c1nc2ccccc2n1Cc1ccccc1	-17%	-1%	-12	-3%	10%	-7%	34%	-25%	9%	-7%	-63%
31	O=Cc1cn(-c2ccccc2)nc1-c1ccncc1	-1%	0%	6	-19%	1%	12%	1%	-10%	7%	2%	-19%
32	Cc1ccc(NC(=O)C2CCN(S(=O)(=O)c3ccc4[nH]c(=O)oc4c3)CC2)cc1F	-3%	3%	-3	-4%	-1%[9.26 µM]	-5%	u	34%	x	0%	-1%
33	O=C(CCNS(=O)(=O)c1cccs1)NC1CCN(Cc2ccccc2)CC1	-5%	-4%	9	1%	-7%	-3%	2%	5%	-7%	-1%	-1%
